Assay outcomes: PubChem BioAssay, Icahn School of Medicine at Mount Sinai
ROC1-CUL1 inh: inhibitors of human ROC1-CUL1 ubiquitin ligase activity. E3 ubiquitin-protein ligase RBX1 (Homo sapiens) + Cullin-1 (Homo sapiens), P62877+Q13616. in vitro K48 di-Ub FRET, acceptor:donor ratio, 45 min. inhibition, % at 10 µM. 0.6% of 140,000 active; in the data active means inhibition above about 25%
Target sequence (P62877 whole entry, looked up): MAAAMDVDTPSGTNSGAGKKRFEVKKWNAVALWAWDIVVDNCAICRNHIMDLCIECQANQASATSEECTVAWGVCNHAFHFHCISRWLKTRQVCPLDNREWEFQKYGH
Target sequence (Q13616 whole entry, looked up): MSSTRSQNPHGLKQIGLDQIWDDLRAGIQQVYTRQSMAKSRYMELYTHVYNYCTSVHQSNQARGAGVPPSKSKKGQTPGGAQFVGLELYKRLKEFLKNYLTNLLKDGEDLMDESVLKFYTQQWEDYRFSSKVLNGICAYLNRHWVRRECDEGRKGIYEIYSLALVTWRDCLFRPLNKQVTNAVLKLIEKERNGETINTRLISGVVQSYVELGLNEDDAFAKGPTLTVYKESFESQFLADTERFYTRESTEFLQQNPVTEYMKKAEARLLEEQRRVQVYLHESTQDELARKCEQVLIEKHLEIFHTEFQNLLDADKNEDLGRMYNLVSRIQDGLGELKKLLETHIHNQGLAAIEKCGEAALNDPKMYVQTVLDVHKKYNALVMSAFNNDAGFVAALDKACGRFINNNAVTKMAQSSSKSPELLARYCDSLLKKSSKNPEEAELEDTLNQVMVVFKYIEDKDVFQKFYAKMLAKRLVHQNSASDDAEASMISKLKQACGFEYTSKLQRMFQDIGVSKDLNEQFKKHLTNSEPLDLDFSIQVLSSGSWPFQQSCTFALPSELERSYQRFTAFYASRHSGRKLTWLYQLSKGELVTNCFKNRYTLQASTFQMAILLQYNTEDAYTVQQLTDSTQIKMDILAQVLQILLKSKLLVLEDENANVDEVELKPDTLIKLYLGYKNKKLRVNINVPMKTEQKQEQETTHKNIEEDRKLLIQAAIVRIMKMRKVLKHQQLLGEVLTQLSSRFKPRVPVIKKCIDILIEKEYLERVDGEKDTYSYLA
An asterisk follows results filed as active.

SMILES | ROC1-CUL1 inh
CCOc1ccc(N2C(=O)C(C=Nc3cc(N)cc(C(=O)O)c3)C(=O)NC2=S)cc1 (stereo not drawn) | 90*
Fc1ccc(Oc2ncccc2CNCc2cccnc2)c(F)c1 | 3
Cc1ccc(NC(=O)c2cccc(N)c2)cc1 | 2
Cn1cccc1/C=C(\C#N)C(=O)Nc1cccc(C(F)(F)F)c1 | -12
Cc1ccc(Cl)cc1NC(=O)c1cc(-c2ccc3c(c2)OCCO3)on1 | 8
COc1ccccc1-c1cc(-c2ccccc2)nc(-c2cc(Cl)ccc2O)c1 | 2
CCOc1ccc(-c2cc3nc(C4CCN(C(=O)OC(C)(C)C)CC4)c(C(=O)Nc4cccc(C(F)(F)F)c4)cn3n2)cc1 | -8
Cc1c(C(=O)OCC2CCCCC2)[nH]c2c1C(=O)CC(c1ccc(Cl)cc1)C2 (stereo not drawn) | 4
CCCCNC(=O)c1nnn(-c2ccc(OCC)cc2)c1C | -6
Cc1[nH]c2c(C(=O)NCc3nc(-c4ccccc4NS(=O)(=O)N(C)C)oc3C)cccc2c1C | -4
CCN1CSC2=NC3CCCCC3N2C1=O (stereo not drawn) | 12
O=C(CCSc1nnc(-c2ccccc2)o1)Nc1cccc2ccccc12 | 9
Cc1nc(C(=O)Nc2cc(Cl)ccc2Cl)c(C(=O)OC(C)C)nc1C | 2
Cc1cc(=O)n(Cc2ccccc2)c2c1c(C)nn2-c1ccccc1 | 1
Cc1ccc(NC(=O)CSc2nc3sc4c(c3c(=O)n2C)CCCC4)cc1Cl | -7
CCc1ccc(-n2nc(CO)c(C(=O)NCCc3ccccc3)n2)cc1 | 3
CC1=Nc2nc(SCc3ccccc3)nn2C(c2ccccn2)C1C(=O)Nc1ccccc1 (stereo not drawn) | -3
Cc1cc(C)cc(NS(=O)(=O)c2ccc3c(c2)C(=O)C(C(=O)NCc2ccccc2Cl)C=N3)c1 (stereo not drawn) | 0
Cc1ccc(F)cc1NC(=O)CCc1c(C)nn(-c2ccc(N3CCCCC3)nn2)c1C | -14
COC(=O)CNC(=O)C1CCCN(C2CCN(Cc3ccccc3)CC2)C1 (stereo not drawn) | -1
COc1cc2c(cc1OC)C(COc1ccc3c(C)cc(=O)oc3c1)N(C(=O)CC(C)C)CC2 (stereo not drawn) | -1
CC(NC(=O)c1ccccc1)C(=O)N/N=C/c1ccc(O)cc1O (stereo not drawn) | -3
COc1cccc(CC(C2CCN(C(=O)/C=C/c3ccccc3F)CC2)N(C)C(=O)CC(C)C)c1 (stereo not drawn) | 2
Cc1cccc(NC(=O)CN(C)S(=O)(=O)c2ccc3c(c2)c(=O)n(C)c(=O)n3C)c1 | -8
CCSc1nc(-c2ccccc2)cc(-c2cccnc2)c1C#N | 4
Cc1ccc(-n2nc(C)c3c(C(=O)O)cc(C)nc32)cc1 | -4
CC(C)CNC(=O)c1cccc(F)c1 | -7
CC(C)C(=O)NCC(c1ccc2c(c1)OCO2)N1CCN(c2ccccc2)CC1 (stereo not drawn) | 7
CC(C)(C)OC(=O)N1CCC(c2c(C(=O)N3CCN(c4ccccn4)CC3)cnn2-c2cccc(F)c2)CC1 | -12
CCCCCSc1nnc2c(n1)OC(c1ccc(SC)cc1)Nc1ccccc1-2 (stereo not drawn) | -13
CCCC(=O)Nc1ccc2nc(SCC(=O)N3CCCC3)sc2c1 | -13
Cc1ccc(Cl)cc1OCC(=O)O | 0
CN(C)Cc1ccccc1COc1ccccc1 | -3
Cc1cc(OCc2ccc(C(=O)O)o2)ccc1Cl | 3
O=C(CN1CCOCC1)Nc1sc2c(c1C(=O)Nc1ccc(Br)cc1)CCCCC2 | 11
COc1ccccc1N1CCN(C2C(=O)c3ccccc3N2C(C)=O)CC1 (stereo not drawn) | 5
COc1ccc(C(=O)Nc2ccc(C(=O)Nc3cccc4ccccc34)cc2)cc1[N+](=O)[O-] | 2
CN(C)c1ncc2c(n1)CCCC2NC(=O)Cc1c(F)cccc1Cl (stereo not drawn) | -11
CCN(CC)CCCOC(=O)CC1c2ccccc2C=Cc2ccccc21 | -7
COc1cc(Cl)cc(/C=C/c2ccc3cccc(O)c3n2)c1OC | -5
CN(Cc1ccccc1)C1(C(=O)N2CCCO2)Cc2ccccc2C1 | -5
Cc1ccc(S(=O)(=O)C2(C(=O)Nc3ccc(C(C)C)cc3)CC2)cc1 | -8
Cc1cccc(N2CCN(Cc3cccnc3)CC2)c1C | -7
COc1ccc(-c2ccccc2NC(=O)C2CCCN(CC=C(C)C)C2)cc1 (stereo not drawn) | 2
CCOC(=O)c1c(NC(=O)CSc2nnnn2-c2ccccc2)sc2c1CCCC2 | 4
O=C(c1cnccn1)N1CCc2onc(-c3ccc(F)c(F)c3)c2C1 | 3
Cc1ccc(C)c(S(=O)(=O)NCc2ccc(C(=O)NCc3ccco3)cc2)c1 | -1
Cc1c([C@@H]2C[C@H]3CN(C)C(=O)[C@]34CCCN24)[nH]c2c(C)cccc12 | -1
Cc1ncoc1C(=O)N1CCCC(C(=O)c2ccc(C(F)(F)F)cc2)C1 (stereo not drawn) | -1
Cc1cc(C)cc(N2CCCC2=O)c1 | 11
CC(=O)c1sc2nc(SC/C=C/c3ccccc3)[nH]c(=O)c2c1C | 20
COc1cc(C(=O)n2nc(-c3ccco3)nc2NCc2ccc(Cl)cc2)cc(OC)c1OC | -1
CC1CCCCN1C(=O)CSc1n[nH]c(-c2ccccc2Cl)n1 (stereo not drawn) | -7
COC(=O)c1cc(-c2cccc(OC)c2)nc2ccccc12 | 4
CC1=Nc2ncnn2C(c2ccccc2)C1C(=O)Nc1cccc(C(F)(F)F)c1 (stereo not drawn) | -9
COCC1CCCN(C(=O)c2ccc(NCc3cccnc3)nc2)C1 (stereo not drawn) | -1
CC1CC(OCC(S)CN2CCN(Cc3ccccc3)CC2)CC(C)(C)C1 (stereo not drawn) | -5
COc1ccc(CN2C(=O)C(NC(=O)c3ccccc3C)(C(F)(F)F)N=C2c2ccccc2)cc1 (stereo not drawn) | -3
CC1=C(C(=O)Nc2cc(C)ccc2C)C2(CCCCCC2)OC1=O | -3
C=CCn1c(CCC(O)COCCCC)n[nH]c1=S (stereo not drawn) | -18

Rewritten field by field: four of the compounds above.
SMILES: CC1=Nc2ncnn2C(c2ccccc2)C1C(=O)Nc1cccc(C(F)(F)F)c1 (stereo not drawn)
  ROC1-CUL1 inh: -9
SMILES: COCC1CCCN(C(=O)c2ccc(NCc3cccnc3)nc2)C1 (stereo not drawn)
  ROC1-CUL1 inh: -1
SMILES: CC1CC(OCC(S)CN2CCN(Cc3ccccc3)CC2)CC(C)(C)C1 (stereo not drawn)
  ROC1-CUL1 inh: -5
SMILES: COc1ccc(CN2C(=O)C(NC(=O)c3ccccc3C)(C(F)(F)F)N=C2c2ccccc2)cc1 (stereo not drawn)
  ROC1-CUL1 inh: -3

(more compounds)
SMILES | ROC1-CUL1 inh
Cc1nn(C)c(C)c1N=Nc1ccc(F)cc1 | 1
CCOc1ccc(/C=N/Nc2nnc(C)c(=O)[nH]2)cc1 | 9
COC(=O)c1c(-c2ccc(Cl)cc2)csc1NC(=O)Cc1ccc([N+](=O)[O-])cc1 | -2
CCOC(=O)c1cccnc1NC(=O)c1ccco1 | -5
CC(C)(C)NC(=O)C1CCN(C(=O)c2ccccc2F)CC1 | 11
CCCCOC(=O)c1ccc(NC(=O)c2cc(=O)c3ccccc3o2)cc1 | 1
COc1ccc(N2CCN(C(=O)Cn3nc(Cc4cccnc4)c4ccccc4c3=O)CC2)cc1 | -3
CC(=O)OC1=CSc2cccc3cccc1c23 | -2
COc1ccc(OCCn2cc(CC3=NC(=S)N(c4ccccc4)C3=O)c3ccccc32)cc1 | 1
Cc1cccc(NC(=O)CSc2nc3c4c(sc3c(=O)n2-c2ccccc2)CCCC4)c1C | -4
Cc1ccc(Cl)cc1NC(=O)Cn1ncc2c(C)n(Cc3ccccc3F)c(C)c2c1=O | -5
CCn1nc(C)c(CCNc2nc(-c3cccc(F)c3)cnc2N)c1C | -6
OC(c1ccccc1)(c1ccc(Cl)cc1)c1ccn[nH]1 (stereo not drawn) | -2
Cc1ccc(S(=O)(=O)CCOC(=O)c2sc3ccccc3c2Cl)cc1 | -5
CCCN1Cc2cccc(C(=O)Nc3cccc(C(=O)OCC)c3)c2C1=O | -12
COc1ccc(Nc2nc(Nc3ccc(OC)cc3)nc(Nc3ccc(OC(F)(F)Cl)cc3)n2)cc1 | 1
O=C1C(S)C(c2ccccc2O)N1C1CCC(O)CC1 (stereo not drawn) | -12
CC(=O)Nc1nc2c3ccccc3n(C(C)=O)c2s1 | -16
O=C(Nc1ccc(S(=O)(=O)N2CCC(C(=O)O)CC2)cc1)c1ccccc1Cl | 12
Cc1c(-c2ccc(C#N)cc2)nc2ccccn12 | 0
CC(=O)c1ccc(OCC(=O)N2CCCC(CO)(Cc3ccc(F)cc3)C2)cc1 (stereo not drawn) | 6
CC(NC(=O)CCNS(=O)(=O)c1cccc2nsnc12)c1ccccc1 (stereo not drawn) | -6
CC1CC(C)CN(C(=O)CN2C(=O)COc3ccc(Cl)cc32)C1 (stereo not drawn) | 2
Cc1cccc(NC(=O)C2CCC(CNS(=O)(=O)c3ccc4c(c3)CCCC(=O)N4)CC2)c1C (stereo not drawn) | 6
CCCNCc1cc(OCC)c(OCCC)cc1Br | 0
O=C(O)c1ccccc1/C=C\c1ccsc1 | -5
O=C(Cn1ncc(N2CCOCC2)cc1=O)Nc1cccc2c1CCC2 | 12
CCCCOc1ccc(S(=O)(=O)NCc2csc(-c3ccc(OC)cc3)n2)cc1 | -4
Cc1ccc(C)c(N2CCN(C(=O)Nc3ccc(Cl)cc3)CC2)c1 | 8
Cc1ccc(NC(=S)NC(=O)c2sc3ccccc3c2Cl)c(C(=O)O)c1 | -4
CCN1C(=O)CC(CC(=O)N(C)CCc2cn[nH]c2)(c2cccc(C(F)(F)F)c2)C1=O (stereo not drawn) | 7
CC(=O)Nc1ccc(Cc2ccc(C)c(NC(C)=O)c2)cc1C | -6
CN(Cc1ccccc1)S(=O)(=O)c1ccc(NC(=S)NC(=O)C2CCCCC2)cc1 | -10
Cc1ccc(N2C(=O)C3C(c4ccc(Cl)cc4Cl)OC4(C(=O)c5ccccc5C4=O)C3C2=O)cc1 (stereo not drawn) | -4
O=C(c1ccncc1)N1CCN(Cc2ccc(Br)cc2)CC1 | -2
COc1ccnc(CSC(N)=Nc2ccccc2OC)c1 | 6
O=C(NC(=S)Nc1ccc(N2CCOCC2)cc1)c1ccc2c(c1)OCCO2 | 7
Cc1ccc(-n2nc(C)c3c(C)cc(=O)n(CC(=O)Nc4cc(Cl)ccc4C)c32)cc1 | -7
COc1ccc(C2C(=O)C(Cl)=C2c2ccccc2)cc1 (stereo not drawn) | 7
COC(=O)c1cccc(SCC(=O)c2ccccc2)n1 | -6

Among those listed so far, 3 contain bromine:
SMILES | ROC1-CUL1 inh
O=C(CN1CCOCC1)Nc1sc2c(c1C(=O)Nc1ccc(Br)cc1)CCCCC2 | 11
CCCNCc1cc(OCC)c(OCCC)cc1Br | 0
O=C(c1ccncc1)N1CCN(Cc2ccc(Br)cc2)CC1 | -2

Further compounds
SMILES | ROC1-CUL1 inh
C=CCn1c(CNc2ccc(C)cc2)nnc1SCC(=O)Nc1ccccc1 | 13
COc1ccc2c(C)nc(N3CCCC(C(=O)NCCc4ccc(OC)c(OC)c4)C3)nc2c1 (stereo not drawn) | -1
Cc1ccc(C)c(NC(=O)C(CC(C)C)N2Cc3ccccc3C2=O)c1 (stereo not drawn) | -7
Cc1ccc(-c2nn3c(=O)cc(CN4CCN(C(=O)/C=C/c5ccccc5)CC4)nc3s2)cc1 | 9
CCc1ccc(OCc2ccc(C(=O)NCc3ccccn3)cc2)cc1 | -4
Cc1cc(C)n(-c2ncc(Br)cn2)n1 | 2
COc1cccc(NC(=O)C2CCN(c3cc(C)nc4c(-c5ccc(Cl)cc5)c(C)nn34)CC2)c1 | 2
CCCCN(CC)Cc1c(O)ccc2c3c(c(=O)oc12)CCC3 | 8
COc1cccc2c1Oc1nc(-c3ccccc3)nc(SCC(=O)Nc3ccccc3)c1C2 | -6
O=C(CN1Cc2ccccc2OC(c2ccccc2F)C1)NCC1OCCc2ccccc21 (stereo not drawn) | -2
CCOC(=O)Nc1ccc2c(c1)nc1n2CCOC1 | 6
CCOc1ccc(-c2c(C#N)c(N)nc(SCC#N)c2C#N)cc1 | 3
Cn1c(=O)c2nc(Cl)n(C)c2n(C)c1=O | -3
O=C(NC1CC(=O)N(Cc2ccccc2C(F)(F)F)C1)c1ccoc1 (stereo not drawn) | -12
Cc1cccc(N2CCN(C(=O)c3cc4ccc5cccnc5c4[nH]3)CC2)c1C | 3
COc1ccc(C(=O)NC(Nc2ccc(Br)cn2)(C(F)(F)F)C(F)(F)F)cc1 | -3
CCOC(=O)c1c(NC(=S)NC(NC(=O)c2ccco2)C(Cl)(Cl)Cl)sc2c1CCCC2 (stereo not drawn) | -1
O=C1CS(=O)(=O)C2(C(=O)N(Cc3ccccc3Cl)c3ccccc32)N1c1ccc(F)cc1 (stereo not drawn) | -1
O=C(N[C@H]1CCCCNC1=O)c1ccc(OC2CCN(Cc3ccccn3)CC2)cc1 | 3
CCOc1cc(/C=N/N2C(=O)C3C4C=CC(CC4)C3C2=O)cc(Br)c1OCc1ccc(Cl)cc1Cl (stereo not drawn) | 1
Cc1nnc(SCC(=O)Nc2cc(Cl)cc(Cl)c2)s1 | -4
CC12CC(c3ccccc3)C(C#N)(C(=N)O1)C2(C#N)C#N (stereo not drawn) | -5
C1CCCN(CCCCN2CCCCCC2)CC1 | 2

Marked active in ROC1-CUL1 inh, of those listed so far:
SMILES | ROC1-CUL1 inh
CCOc1ccc(N2C(=O)C(C=Nc3cc(N)cc(C(=O)O)c3)C(=O)NC2=S)cc1 (stereo not drawn) | 90*

These rows are one share of the data; the hit share may differ from the screen's.
